# Vif-A3F inh: blocks the Vif interaction with APOBEC3F. HeLa A3F-eYFP + Vif (tagged APOBEC3F with the HIV-1 protein that degrades it), YFP fluorescence increase. Potency, µM (top dose mostly 46.1 µM), for inactives: at the top dose activity, negative = active. 390,000 tested, 0.2% active; also: potency is read from the fitted curve at half-maximal effect; % of control where 0% means no effect; nearly all actives have a fitted effect of over 65% in size
#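 Fluorescence increase (Ex 488/Em 500-530) after overnight compound treatment at 37 deg C flags inhibition of Vif-driven A3F-eYFP loss in stable HeLa A3F-eYFP/Vif cells seeded overnight beforehand.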
# RXFP1 antagonist: blocks the human relaxin receptor RXFP1; HEK293-RXFP1, relaxin-stimulated cAMP HTRF, 30 min; active compounds read low; activity change, negative = inhibition, % at 57.5 µM; 350,000 tested, 0.59% active; AID 1259400;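 active = activity change of -60% or lower, but not beyond a set lower limit; inconclusive = change between -60% and -40%, or beyond the set limit; inactive = change above -40%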; also: % is scaled to controls: 0 for no effect and ±100 for the full control effect
# D1 agonist: activates the human D1 dopamine receptor. P21728. HEK293 T-REx D1 cells, calcium flux, agonist mode. activation, % at 2 µM. 360,000 tested, 1% active. AID 504660; in the data active = activation above about 30%; also: 0% is about no effect
#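 Agonism was scored from calcium flux recorded over 180 s (1 read/s) after pintool compound addition, following a 10-cycle baseline. Cells were inducible force-coupled HEK293 TREx D1, plated overnight at 30 C and loaded with no-wash calcium dye.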
# RXFP1 agonist: RXFP1 (human) receptor agonism; AID 2676; 370,000 tested, 0.3% active; Potency, µM (highest dose often 57.5 µM), inactives show at the highest dose activation, usual class: activators; HEK293T-RXFP1 cAMP TR-FRET, 30 min; response scale: percent of porcine relaxin response, buffer zero; Q9HBX9; also: potency is read from the fitted curve at half-maximal effect; % is scaled to controls: 0 for no effect and ±100 for the full control effect; nearly all actives have a fitted effect of over 60% in size; many of its hits are not listed in these tables
#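 Agonist response is measured as cAMP accumulation in an RXFP1-transfected HEK293T line under PDE4 inhibition. Values are scaled between buffer-only and 29 nM porcine relaxin, and EC50s come from standard Hill equation fits.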
# Vif-A3G inh: Vif-A3G binding inhibition | Q9HC16 | HeLa A3G-eYFP + Vif (tagged APOBEC3G with the HIV-1 protein that degrades it), YFP fluorescence, overnight | Potency, µM (highest dose often 46.1 µM), inactives show at the highest dose activity, negative = active, most hits filed as inhibitors | 410,000 tested, 0.076% active;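 also: potency is read from the fitted curve at half-maximal effect; % is scaled to controls: 0 for no effect and ±100 for the full control effect; nearly all actives have a fitted effect of over 60% in size; hits raise eYFP signal because A3G escapes Vif-driven loss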
# Target sequence (Q9HC16 whole entry, looked up): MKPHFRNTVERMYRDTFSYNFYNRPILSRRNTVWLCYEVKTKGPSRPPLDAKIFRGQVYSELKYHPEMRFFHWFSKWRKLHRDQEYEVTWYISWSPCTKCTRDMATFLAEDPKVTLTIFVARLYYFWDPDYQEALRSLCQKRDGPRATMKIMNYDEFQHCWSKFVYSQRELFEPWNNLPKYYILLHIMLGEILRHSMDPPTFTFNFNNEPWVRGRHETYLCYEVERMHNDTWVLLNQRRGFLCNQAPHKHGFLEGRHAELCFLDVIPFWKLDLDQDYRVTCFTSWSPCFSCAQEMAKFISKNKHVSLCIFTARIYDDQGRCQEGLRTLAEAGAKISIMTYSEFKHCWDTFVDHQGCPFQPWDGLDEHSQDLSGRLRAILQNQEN
#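 Read-out is eYFP fluorescence (Ex 488/Em 500-530) from Vif-expressing HeLa A3G-eYFP cells; more signal means A3G escaped Vif-mediated degradation. Cells plated overnight, compound pinned in, incubated overnight at 37 deg C.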
# Glioma ERSR ind: inducers of ER stress response in human glioma cells. U87-MG GRP78 promoter luciferase reporter, 16 h. Potency, µM, inactives show at the top dose activation, actives largely listed as activators. 420,000 tested, 0.02% active; also: potency is read from the fitted curve at half-maximal effect; series mostly up to about 76 µM; % of control where 0% means no effect; nearly all actives have a fitted effect of over 35% in size
#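 Stably transfected U87-MG human glioma cells carrying a GRP78-based luminescent sensor were seeded at 1000 cells/well, pin-dosed with compounds and incubated 16 h. Luciferase reagent was then added, and end-point luminescence was read after 10 min at room temperature.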
# D2 potentiator: D2 dopamine receptor (human) potentiation. P14416. HEK293 T-REx D2, calcium flux, EC20 dopamine potentiation. potentiation, % at 10 µM. 340,000 tested, 0.34% active. AID 485347;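 active = potentiation over 3 SD above the plate norm, cut at about 30% in these data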; also: 0% is about no effect
# Target sequence (P14416 whole entry, looked up): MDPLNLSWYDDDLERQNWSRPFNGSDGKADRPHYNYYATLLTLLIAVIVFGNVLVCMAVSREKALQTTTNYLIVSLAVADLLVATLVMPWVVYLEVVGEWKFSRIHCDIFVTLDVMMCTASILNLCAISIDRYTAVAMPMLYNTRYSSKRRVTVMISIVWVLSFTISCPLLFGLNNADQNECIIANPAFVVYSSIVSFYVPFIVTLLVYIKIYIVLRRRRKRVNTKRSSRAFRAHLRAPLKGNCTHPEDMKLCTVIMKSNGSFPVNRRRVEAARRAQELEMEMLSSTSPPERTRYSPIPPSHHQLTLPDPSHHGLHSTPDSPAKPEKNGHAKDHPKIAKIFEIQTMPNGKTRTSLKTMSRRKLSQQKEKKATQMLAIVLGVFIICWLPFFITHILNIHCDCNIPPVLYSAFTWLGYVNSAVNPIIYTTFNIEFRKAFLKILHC
#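 Potentiation of an EC20 dopamine calcium response measured kinetically over 180 s, after a preceding 180 s compound-only read flagging agonists. Cells: inducible Hek293 Trex D2 line, 4000/well, cultured overnight at 30 C before dye loading.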
# D1 potentiator: enhances dopamine response at the human D1 receptor | P21728 | HEK293 TREx D1 cells, calcium flux, dopamine EC20 potentiation | potentiation, % at 10 µM | 360,000 tested, 0.036% active | AID 504651; in the data active = potentiation above about 30%; also: 0% is about no effect
# D1 antagonist: human D1 dopamine receptor antagonism. P21728. HEK293 TREx D1 cells, calcium flux, dopamine EC80; active compounds read low. activity change, negative = inhibition, % at 10 µM. 360,000 tested, 3.2% active; in the data active = activity change below about -30%; also: % is scaled to controls: 0 for no effect and ±100 for the full control effect
#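 After overnight tetracycline induction at 30 C, force-coupled D1 HEK293 cells took up a no-wash calcium dye at room temperature. Compounds were added and monitored 180 s, and the response to EC80 dopamine was then recorded.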
# * marks the source's active call; other numbers are inactive results; ? = inconclusive; . = no result given; & = joins results of further samples. Unless noted, calls follow the shape of the dose curve; as a rule, active = well fitted curve in the direction sought with a large enough effect; inconclusive = small, poorly fitted or top-dose-only effect, or another doubt; inactive = no such curve, though single readings can be large; an effect the other way counts as inactive or inconclusive. A portion of the library. The share of hits here may be higher or lower than overall.
SMILES,Vif-A3F inh,RXFP1 antagonist,D1 agonist,RXFP1 agonist,Vif-A3G inh,Glioma ERSR ind,D2 potentiator,D1 potentiator,D1 antagonist
O=C(O)CC(NC(=O)Nc1ccccc1)c1ccc(OC2CCCC2)cc1 (configuration not stated),-29%,0,2,-1.0%,13%,-5%,8,-2,13
O=C(NC1CCCCCC1)c1ccc2c(=O)n3c(nc2c1)CCCCC3,-13%,-13,-1,-0.1%,-1%,-7%,-5,-7,-14
CSc1sc(C(=O)O)c(C)c1C(C)=O,.,-19,1,-0.7%,0%,17%,1,3,5
Cc1ccc(C)c(NC(=S)NC2CC3CCC(C2)N3Cc2ccco2)c1 (configuration not stated),2%,8,21,1.1%,-1%,-3%,3,-2,-5
COc1ccc(N(CC(=O)NCCSCc2ccco2)S(=O)(=O)c2ccccc2)cc1,-7%,0,3,-2.2%,-3%,-3%,9,5,-2
COc1ccc(NC2CCCN(C(=O)c3cn(C)c4ccccc34)C2)cc1 (configuration not stated),2%,-17,1,3.2%,-2%,-2%,15,-3,14
O=C(Nc1ccc(NC(=O)c2ccco2)nc1)c1ccco1,-11%,-3,5,1.2%,1%,-14%,4,-5,2
Cc1[nH][nH]c(=O)c1C(c1ccc(-c2cccc(C(=O)O)c2)o1)c1c(C)[nH][nH]c1=O,8%,6,2,3.8%,-1%,4%,12,7,6
O=C(O)Cn1cc2c(n1)CCCCC2,-3%,9,1,-2.4%,5%,-3%,4,-2,1
Cc1ccc(-n2c(=S)[nH]c3sc4c(c3c2=O)CCc2ccccc2-4)cc1,1%,-19,6,7.5%,-5%,-3%,0,8,-5
CN1C(=S)SC(C)(C)C1(C)NO (configuration not stated),.,-5,1,-0.2%,-5%,-1%,-8,-4,-14
COc1ccc(CN2CCN(C(=O)c3cc(-c4cccnc4)nc4ccc(Cl)cc34)CC2)c(OC)c1OC,1%,1,1,-0.9%,-13%,16%,-5,0,17
COc1ccc(C(=O)Nc2ccc(O)cc2C(=O)O)cc1,-2%,11,-1,0.5%,1%,-5%,2,-1,.
Fc1ccccc1OCCCN1CCOCC1,-1%,18,1,-0.3%,0%,-7%,2,0,0
COc1cccc(N2CCN(C(=O)CCNS(=O)(=O)c3ccc4c(c3)c(=O)n(C)c(=O)n4C)CC2)c1,9%,1,-2,3.4%,3%,-3%,-1,-3,9
CCN1CCN(c2ccc(NC(=O)c3cccc(N4CCCC4=O)c3)cc2)CC1,-5%,-7,2,-4.1%,4%,1%,1,-2,1
Brc1ccc2[nH]ncc2c1,-3%,12,2,4.2%,1%,-2%,-2,-6,-32*
COCCCNC(=O)CCc1nc2cccnc2n1Cc1ccccc1,1%,20,1,0.1%,1%,-4%,7,-1,-2
CCc1ccc(NC2CC(=O)N(c3ccc(OC)cc3OC)C2=O)cc1 (configuration not stated),-1%,-10,3,0.7%,0%,-2%,10,-7,-7
CCN(c1cccc(C)c1)S(=O)(=O)c1ccc2c(c1)oc(=O)n2C,-7%,2,5,2.8%,-23%,-3%,11,-6,-28
Cn1c(=O)n(C)c2cc(NC(=O)CSc3nnc(-c4ccccc4O)n3-c3ccccc3)ccc21,-1%,-4,0,10%,-18%,-7%,20,4,-12
FC(F)Oc1ccc(NC(=S)NCc2ccco2)cc1Cl,-6%,-7,11,1.3%,2%,4%,7,-1,-24
CC(=O)SCCC(=O)N1C(C)CCCC1C(=O)O (configuration not stated),-1%,8,0,0.3%,-1%,-1%,4,-3,17
Cc1ccc2ccccc2c1CSc1nc(N)nc2c1ncn2CC(C)C,-3%,-5,.,.,-7%,-5%,.,.,.
Cn1cccc1/C=C1\SC(=O)N(c2ccccc2)C1=O,-9%,.,5,0.7%,0%,0%,-6,-6,-4
CCC(=O)Nc1ccc(S(=O)(=O)Nc2cccc(C)c2)cc1OC,-6%,30,1,0.5%,-2%,0%,-1,-1,24
CC(=O)c1ccc(NC(=O)CCc2nnc3ccc(N4CCCC4)nn23)cc1,5%,14,3,1.2%,2%,1%,7,-2,2
CCCn1c(=O)c2sccc2n2c(CCCC(=O)Nc3ccc(C)c(F)c3)nnc12,-8%,-15,3,2.8%,1%,1%,-1,3,-11
O=C(COC(=O)CCSc1ccc(Cl)cc1)NCCc1ccccc1,-6%,-5,1,-2.8%,0%,-3%,-1,0,5
O=C(CCCOc1ccc(Cl)cc1)Nc1cccc(C(=O)O)c1,-16%,-23,1,0.8%,0%,-1%,3,-1,-2
CC1=C(C(=O)Nc2ccccn2)C(c2ccc3c(c2)OCO3)C2=C(CC(C)(C)CC2=O)N1 (configuration not stated),-1%,-6,1,0.3%,0%,6%,4,0,2
CN(C)S(=O)(=O)c1cccc(-c2nnc(SCC(=O)NCCCCCC(=O)O)n2-c2ccc(F)cc2)c1,-3%,-22,7,3.4%,1%,2%,-10,-3,6
COc1cccc(C2c3[nH]c4ccccc4c3C[C@H]3C(=O)N(c4ccccc4C(=O)NCCCN4CCOCC4)C(=O)N23)c1 (some centres not stated),-6%,.,3,1.5%,0%,-4%,3,-2,-18
CCOC(=O)C1CCN(S(=O)(=O)Cc2ccccc2)C1=O (configuration not stated),0%,4,1,1.3%,1%,0%,-8,-5,18
COc1ccc(-c2cnc(SCC(=O)Nc3ccc4c(c3)OCO4)n2Cc2ccco2)cc1,6%,9,0,-0.5%,-2%,-3%,11,3,1
CCCNC(=O)c1ccccc1C(=O)NC1(C(=O)NCCC)CCCC1,0%,-3,3,-4.1%,3%,-2%,4,-4,13
CC(=O)N1N=C(N)SC1(C)C,3%,-13,0,-0.3%,-1%,0%,-15,0,3
Cc1ccc(NC(=S)c2ccncc2)c(C)c1,3%,4,1,-1.5%,-4%,-2%,8,-1,-30
Cc1cccc(CN2CCN(CC(=O)Nc3c(C)cccc3C)S2(=O)=O)c1,-1%,-12,5,1.3%,3%,-2%,5,4,3
COc1cccc(C(=O)N(C)CC(=O)Nc2cccc3ccccc23)c1,9%,-2,9,3.5%,1%,-5%,-13,.,13
Fc1ccc(-c2nnc(-c3ccc(Cl)cc3Cl)o2)cc1,-5%,.,2,0.2%,1%,-3%,-4,5,8
C/C(=N\NC(=O)c1ccc(-c2ccccc2)cc1)c1cccc(N)c1,-3%,-4,1,0.7%,1%,3%,-6,-1,-1
CN(O)/C=C/C(=O)c1ccc(Br)cc1,-10%,-30,7,0.6%,-3%,10%,-2,-6,2
CC(=O)Nc1ccc(C(=O)Cn2nnc3ccccc3c2=O)cc1,-7%,3,0,-0.2%,-1%,3%,.,1,9
CCN(CC)c1ccc(NS(=O)(=O)c2cn(C)c(=O)n(C)c2=O)c(C)c1,2%,-4,4,-0.5%,4%,-7%,15,2,-5
CCCn1nnnc1NC(=O)c1ccc2ccccc2c1,1%,-21,3,2.4%,-1%,-6%,7,-4,-8
CC(C)(C)c1ccc(-c2n[nH]c(=S)n2/N=C/c2ccncc2)cc1,8%,-36,7,0.6%,0%,1%,18,-1,8
O=C(Nc1ccccc1F)N1CCC(NC(=O)C23CC4CC(CC(C4)C2)C3)CC1,-4%,-10,0,-1.7%,3%,-3%,0,-1,6
Cc1ccc(N(NC(=O)C(O)(c2ccccc2)c2ccccc2)C(=O)CCl)cc1,0%,-9,3,1.0%,-23%,-14%,11,-4,3
COc1ccc(-c2c[n+]3c(n2-c2ccccc2)SCC3)cc1,-1%,-11,1,3.1%,6%,-4%,-14,-2,3
CCc1ccc(NC(=O)c2ccccc2Br)cc1,-11%,?,1,-1.1%,-1%,6%,-15,4,2
CCOC(=O)Cc1nnc(NC(=O)C23CC4CC(CC(C4)C2)C3)s1,5%,6,2,0.0%,-8%,8%,-1,0,10
O=Cc1cn(CCOc2ccccc2F)c2ccccc12,-18%,-4,10,0.0%,-2%,1%,3,-9,-8
Cc1ccc(-c2nnc(NC(=O)CCS(=O)(=O)c3ccc(F)cc3)o2)c(C)c1,?,-3,2,0.4%,-18%,-2%,-15,-2,13
Fc1cccc(Nc2cc(-n3cccn3)ncn2)c1,-2%,-3,4,1.2%,0%,4%,-10,-6,-45*
CCC1(c2ccccc2)NC(=O)N(CC(=O)NC2CCCCCC2)C1=O (configuration not stated),8%,4,.,.,-10%,-3%,.,.,.
O=C(NCc1ccccc1)C(c1ccc(F)cc1)N(Cc1ccc2c(c1)OCO2)C(=O)Cn1nnc(-c2cccs2)n1 (configuration not stated),.,-29,6,1.9%,-5%,-2%,3,-6,6
C=C(C)c1cccc(C(C)(C)NC(=O)NCc2ccncc2)c1,-4%,4,4,-0.1%,0%,-1%,7,2,25
Cc1ccc(S(=O)(=O)c2nc(-c3cccs3)oc2SC(C)c2ccccc2)cc1 (configuration not stated),0%,-11,3,2.8%,-9%,-4%,12,0,-16
Nc1ccc(C(=O)O)cc1,-3%&0%&1%,-4,0&0,0.3%&0.4%,0%&0%&2%,-4%&2%&0%&-6%&-2%,-3&2,-5&-4,-3&26
CCN(CC)S(=O)(=O)c1ccc(O)c(NC(=O)c2cc(-c3cc(OC)c(OC)c(OC)c3)nc3ccccc23)c1,-3%,?,2,9.4%,?,-7%,3,-4,-5
Cc1ccc2oc(=O)n(CCOc3ccccc3)c2c1,-2%,-5,3,1.8%,0%,1%,-3,-4,-26

# Shown bar-delimited: part of the list above.
Compound | Vif-A3F inh | RXFP1 antagonist | D1 agonist | RXFP1 agonist | Vif-A3G inh | Glioma ERSR ind | D2 potentiator | D1 potentiator | D1 antagonist
Cc1ccc(N(NC(=O)C(O)(c2ccccc2)c2ccccc2)C(=O)CCl)cc1 | 0% | -9 | 3 | 1.0% | -23% | -14% | 11 | -4 | 3
COc1ccc(-c2c[n+]3c(n2-c2ccccc2)SCC3)cc1 | -1% | -11 | 1 | 3.1% | 6% | -4% | -14 | -2 | 3
CCc1ccc(NC(=O)c2ccccc2Br)cc1 | -11% | ? | 1 | -1.1% | -1% | 6% | -15 | 4 | 2

# High-throughput results (PubChem)
